Tau fluor counter = Counterscreen qHTS for Inhibitors of Tau Fibril Formation, Fluorescence Polarization. Potency, µM (doses to about 57.7 µM), inactives show at the top dose activity change, negative = decrease. tau K18 P301L Alexa594 fluorescence, heparin fibrillization. actives 0.93% (n = 280,000); further: on the % scale 0 is the no-effect control and ±100 the full control effect; nearly all actives have a fitted effect of over 55% in size
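Human tau K18 P301L (15 uM unlabeled, 0.24 uM Alexa 594-labeled) in 100 mM sodium acetate pH 7 with 20 uM heparin, 6 hr at 37 C. ThT 30 uM added, 1 hr ambient; Alexa 594 FP and total fluorescence read at 555/632 nm.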
Tau fibril ThT = qHTS for Inhibitors of Tau Fibril Formation, Thioflavin T Binding; Microtubule-associated protein tau (Homo sapiens), P10636; recombinant tau K18 P301L, heparin-induced fibrillization, ThT fluorescence; Potency, µM (doses to about 57.4 µM), without a hit: at the highest dose activity, negative = inhibition, usual class: inhibitors; actives 2.1% (n = 270,000); AID 1460, 2008; further: on the % scale 0 is the no-effect control and ±100 the full control effect; nearly all actives have a fitted effect of over 55% in size
Target sequence (P10636 561-689 P618L limits assumed): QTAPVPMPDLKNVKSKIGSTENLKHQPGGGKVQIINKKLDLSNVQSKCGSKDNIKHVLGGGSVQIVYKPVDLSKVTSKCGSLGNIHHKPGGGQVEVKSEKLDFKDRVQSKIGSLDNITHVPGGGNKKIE
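Recombinant human tau K18 fragment […] carrying P301L, 15 uM unlabeled plus 0.24 uM Alexa 594-labeled, was fibrillized with 20 uM heparin in 100 mM sodium acetate pH 7 for 6 hr at 37 C; 30 uM ThT fluorescence read after 1 hr.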
Tau fibril FP = qHTS for Inhibitors of Tau Fibril Formation, Fluorescence Polarization | Potency, µM (top dose mostly 57.7 µM), inactives show at the highest dose activity, negative = inhibition, actives largely listed as inhibitors | K18 P301L tau heparin fibrillization, Alexa594 FP, 6 h | Microtubule-associated protein tau (Homo sapiens), P10636 | actives 0.39% (n = 280,000); further: on the % scale 0 is the no-effect control and ±100 the full control effect; nearly all actives have a fitted effect of over 55% in size
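Heparin (20 uM) drove fibril formation of recombinant tau K18 P301L, 15 uM unlabeled with 0.24 uM Alexa 594 label, for 6 hr at 37 C in 100 mM sodium acetate pH 7. Fluorescence polarization (555/632 nm) read 1 hr after 30 uM ThT.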
GLA spleen mod = qHTS Assay for Inhibitors and Activators of Human alpha-Galactosidase From Spleen Homogenate | Alpha-galactosidase A (Homo sapiens), P06280 | human spleen homogenate, 4MU-alpha-Gal fluorescence, 40 min | Potency, µM (series often up to 80 µM), for the others: top-dose activity change, negative = inhibition, actives largely listed as inhibitors | actives 0.008% (n = 240,000) | AID 2107, 2009;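 further: 0% = enzyme with vehicle and -100% = no enzyme basal signal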
Target sequence (P06280 32-429 limits assumed): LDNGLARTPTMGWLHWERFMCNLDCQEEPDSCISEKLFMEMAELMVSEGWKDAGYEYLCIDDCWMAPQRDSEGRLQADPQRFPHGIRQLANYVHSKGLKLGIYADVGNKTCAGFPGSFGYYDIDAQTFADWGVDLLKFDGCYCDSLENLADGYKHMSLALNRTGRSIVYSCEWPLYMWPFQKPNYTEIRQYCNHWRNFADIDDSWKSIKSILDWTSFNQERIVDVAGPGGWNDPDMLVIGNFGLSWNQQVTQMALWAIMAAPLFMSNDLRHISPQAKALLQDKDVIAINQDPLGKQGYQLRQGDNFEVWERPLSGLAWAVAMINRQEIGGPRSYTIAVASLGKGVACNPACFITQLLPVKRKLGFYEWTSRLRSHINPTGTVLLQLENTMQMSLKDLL
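Human spleen homogenate (1 ug) as enzyme source, 4-methylumbelliferyl-alpha-D-galactopyranoside 1 mM final, citrate/phosphate pH 5.0 with 0.01% Tween-20. Compounds 40 min at 37C, NaOH/glycine stop; fluorescence Ex 365/Em 440, Hill-fit AC50.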
HTT ATP protect = qHTS Multiplex Assay to Identify Dual Action Probes in a Cell Model of Huntington: Cytoprotection (ATP) | PC12 HTT-Q103 induced, cytoprotection, ATP luminescence, 40 h | Potency, µM (top dose mostly 56.4 µM), for inactives: cytoprotection (ATP increase), hits mostly activators | actives 0.14% (n = 230,000);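 further: % of control where 0% means no effect; nearly all actives have a fitted effect of over 45% in size; toxic huntingtin expression switched on by the ecdysone agonist tebufenozide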
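Compounds were screened for protection of PC12 cells against cell death after tebufenozide induction (100 nM final) of mutant Huntingtin exon 1 (Q103) fused to GFP.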
aGlu spleen mod = qHTS Assay for Inhibitors and Activators of Human alpha-Glucosidase From Spleen Homogenate | Lysosomal alpha-glucosidase (Homo sapiens), P10253 | human spleen homogenate, 4-MU-alpha-glucoside fluorescence | Potency, µM (highest dose often 79.9 µM), for inactives: at the top dose activity change, negative = inhibition, most hits filed as inhibitors | actives 0.006% (n = 240,000);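 further: 0% = enzyme with vehicle and -100% = no enzyme basal signal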
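AC50 values come from Hill-equation fits of concentration-response data, normalized to no-enzyme and full-activity controls. Enzyme source: 1 ug human spleen homogenate; 1 mM fluorogenic 4-MU glucoside, pH 5.0 citrate buffer, 37 C, 40 min.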
GAA glycogen = qHTS Assay for Inhibitors and Activators of Human alpha-Glucosidase Cleavage of Glycogen. Lysosomal alpha-glucosidase (Homo sapiens), P10253. recombinant GAA, glycogen substrate, Amplex Red glucose oxidase fluorescence. Potency, µM (titrated, usually from 76.4 µM), for inactives: at the highest dose activity change, negative = inhibition, actives largely listed as inhibitors. actives 0.38% (n = 300,000). AID 2100, 2009;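 further: 0% = full enzyme reaction and -100% = no-enzyme basal signal; the screen sought inhibitors and activators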
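Recombinant human alpha-glucosidase (4 nM final) hydrolysed bovine liver glycogen (30 ug) for 40 min at 37 C in pH 5.0 citrate/phosphate with 0.01% Tween-20. Released glucose detected by glucose oxidase/Amplex Red, Ex 573/Em 610 nm. Compounds up to 77 uM; AC50 from Hill fits.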
GAA inhib = qHTS Assay for Inhibitors of Human alpha-Glucosidase as a Potential Chaperone Treatment of Pompe Disease. actives 0.005% (n = 200,000). Lysosomal alpha-glucosidase (Homo sapiens), P10253. purified human GAA, 4-MU-alpha-glucoside fluorescence. AID 1466, 2008. Potency, µM (highest dose often 76.9 µM), without a hit: at the highest dose activity change, negative = inhibition, usual class: inhibitors;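 further: plate controls were uninhibited enzyme wells for no effect and no-enzyme background for full effect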
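Compounds are titrated up to 77 uM against 4 nM human enzyme. Substrate 4-methylumbelliferyl-alpha-D-pyranoside (400 uM) reacts 20 min at room temperature in pH 5.0 buffer; liberated 4-methylumbelliferone is read at 440 nm.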
Starred values were filed as active, the others as inactive; [ ] = another dose, or the depositor's remark. The call rests on the fitted dose curve; in most records, active means well fitted curve in the direction sought with a large enough effect; inconclusive means small, poorly fitted or top-dose-only effect, or another doubt; inactive means no such curve, though single readings can be large; an effect the other way counts as inactive or inconclusive. Potency means the concentration at half of the fitted maximal effect.

How did O=C(Cc1csc(Nc2nc(=S)[nH]c3ccccc23)n1)NCCCN1CCN(c2ccccc2F)CC1 do in these assays?
Tau fluor counter: inconclusive; Tau fibril ThT: inconclusive; Tau fibril FP: -11%; GLA spleen mod: 3%; HTT ATP protect: -71%[inhibitor]; aGlu spleen mod: 8%; GAA glycogen: -22%; GAA inhib: 0%

What do the screens show for `C=CCn1cc(C(=O)OC)c(=O)c2cc(S(=O)(=O)N3CCC(C)CC3)ccc21`?
Tau fluor counter: -3%; Tau fibril ThT: -12%; Tau fibril FP: -1%; GLA spleen mod: -6%; HTT ATP protect: -10%[0.074 µM]; aGlu spleen mod: -14%; GAA glycogen: -1%; GAA inhib: 1%

How did CCc1sc(C(=O)N2CCN(S(C)(=O)=O)CC2)cc1Br do in these assays?
Tau fluor counter: -10%; Tau fibril ThT: -7%; Tau fibril FP: -2%; GLA spleen mod: 8%; HTT ATP protect: -3%[0.074 µM]; aGlu spleen mod: -3%; GAA glycogen: -7%; GAA inhib: 5%

Results for COc1ccc(CN=Cc2[nH]c3ccc(Br)c(Cl)c3c2O)cc1 ?
Tau fluor counter: inconclusive; Tau fibril ThT: 16µM*; Tau fibril FP: inconclusive; GLA spleen mod: 4%; HTT ATP protect: 0%[10 µM]; aGlu spleen mod: -7%; GAA glycogen: -13%; GAA inhib: 6%

How did CCn1c(SCC(=O)NCC2CCCO2)nnc1-c1ccc(S(=O)(=O)N2CCN(C)CC2)cc1 (stereo unspecified) do in these assays?
Tau fluor counter: -1%; Tau fibril ThT: -2%; Tau fibril FP: 2%; GLA spleen mod: 0%; HTT ATP protect: -2%[10 µM]; aGlu spleen mod: -6%; GAA glycogen: -1%; GAA inhib: inconclusive

Results for Cc1nonc1NC(=O)CSc1nc2c(C)cccc2cc1C#N ?
Tau fluor counter: -19%; Tau fibril ThT: inconclusive; Tau fibril FP: 3%; GLA spleen mod: -20%; HTT ATP protect: -13%; aGlu spleen mod: -10%; GAA glycogen: 6%; GAA inhib: 6%

How did C=CCNC(=O)COc1ccc(S(=O)(=O)N2CCCC2)cc1 do in these assays?
Tau fluor counter: -1%; Tau fibril ThT: -8%; Tau fibril FP: -5%; GLA spleen mod: 2%; aGlu spleen mod: -10%; GAA glycogen: -18%; GAA inhib: 13%

What do the screens show for `COC(=O)[C@H](C)NC(=O)Nc1ccccc1C(F)(F)F`?
Tau fluor counter: 11%; Tau fibril ThT: 7%; Tau fibril FP: 7%; GLA spleen mod: -6%; HTT ATP protect: -12%; aGlu spleen mod: -4%; GAA glycogen: -6%; GAA inhib: -10%

Results for Cc1ccc(NC(=S)NCCc2ccccc2)c(C)c1 ?
Tau fluor counter: 0%; Tau fibril ThT: 5%; Tau fibril FP: -2%; GLA spleen mod: 5%; aGlu spleen mod: 0%; GAA glycogen: -3%; GAA inhib: 8%

Results for CC1(C)Cc2c(c(N3CCOCC3)nc3sc4c(NCC5CCCO5)nnnc4c23)CS1 (stereo unspecified) ?
Tau fluor counter: -6%; Tau fibril ThT: -11%; Tau fibril FP: -3%; GLA spleen mod: -9%; HTT ATP protect: -14%[10 µM]; aGlu spleen mod: -3%; GAA glycogen: -6%; GAA inhib: -20%

Continued; it opens with the 2 that closed the last part.
Results for Cc1ccc(NC(=S)NCCc2ccccc2)c(C)c1 ?
Tau fluor counter: 0%; Tau fibril ThT: 5%; Tau fibril FP: -2%; GLA spleen mod: 5%; aGlu spleen mod: 0%; GAA glycogen: -3%; GAA inhib: 8%

Results for CC1(C)Cc2c(c(N3CCOCC3)nc3sc4c(NCC5CCCO5)nnnc4c23)CS1 (stereo unspecified) ?
Tau fluor counter: -6%; Tau fibril ThT: -11%; Tau fibril FP: -3%; GLA spleen mod: -9%; HTT ATP protect: -14%[10 µM]; aGlu spleen mod: -3%; GAA glycogen: -6%; GAA inhib: -20%

What do the screens show for `COc1ccc(-n2nc(C(=O)NCCc3ccc(OC)c(OC)c3)c3c4ccccc4n(C)c3c2=O)cc1Cl`?
Tau fluor counter: -18%; Tau fibril ThT: -3%; Tau fibril FP: inconclusive; GAA glycogen: 16%[76.3 µM]

Results for CCCCNC(=O)COC(=O)CNC(=O)c1cc(Cl)cc([N+](=O)[O-])c1 ?
Tau fluor counter: -2%; Tau fibril ThT: -3%; Tau fibril FP: 2%; GLA spleen mod: -9%; HTT ATP protect: -35%[inhibitor]; aGlu spleen mod: -8%; GAA glycogen: 11%; GAA inhib: -1%

Results for Cn1c(Cc2nc(-c3cnccn3)no2)nnc1SCC(=O)Nc1ccccc1 ?
Tau fluor counter: -13%; Tau fibril ThT: -15%; Tau fibril FP: -2%; GLA spleen mod: 2%; HTT ATP protect: -4%[10 µM]; aGlu spleen mod: 1%; GAA glycogen: 7%

How did Cc1cc(NC(=O)c2cc(-c3ccco3)on2)no1 do in these assays?
Tau fluor counter: -14%; Tau fibril ThT: inconclusive; Tau fibril FP: 7%; GLA spleen mod: -2%; HTT ATP protect: 11%; aGlu spleen mod: -4%; GAA glycogen: -9%; GAA inhib: -5%

Results for C=CCOc1c2ccc(C(=O)NCc3ccccc3OC)cc2nn1C ?
Tau fluor counter: -4%; Tau fibril ThT: -1%; Tau fibril FP: -7%; GLA spleen mod: 23%; HTT ATP protect: -14%; aGlu spleen mod: -1%; GAA glycogen: 3%; GAA inhib: 8%

What do the screens show for `CCOc1ccc(CN2CCN(c3cc(C)nc4c5c(C)cc(C)nc5nn34)CC2)cc1`?
Tau fluor counter: -1%; Tau fibril ThT: -10%; Tau fibril FP: -1%; GLA spleen mod: inconclusive; HTT ATP protect: 1%; aGlu spleen mod: 15%; GAA glycogen: -3%; GAA inhib: 14%

What do the screens show for `COc1ccc(-c2c([C@H]3[C@H]4C=CC[C@@H](C)[C@@H]4C(=O)N3Cc3ccccc3)ccc3ccccc23)cc1`?
Tau fluor counter: 12%; Tau fibril ThT: -2%; Tau fibril FP: 3%; GLA spleen mod: 5%; HTT ATP protect: -14%[10 µM]; aGlu spleen mod: -2%; GAA glycogen: -4%

What do the screens show for `CCC(NS(=O)(=O)c1ccc(C)cc1)C(=O)Nc1ccc(NC(C)=O)cc1` (stereo unspecified)?
Tau fluor counter: -2%; Tau fibril ThT: -6%; Tau fibril FP: -7%; GLA spleen mod: 0%; HTT ATP protect: 10%[0.074 µM]; aGlu spleen mod: -17%; GAA glycogen: 2%; GAA inhib: -3%

Results for CC(C)Cc1ccc(C(C)NC(=O)c2ccc(=O)[nH]c2)cc1 (stereo unspecified) ?
Tau fluor counter: 9%; Tau fibril ThT: 13%; Tau fibril FP: 4%; GLA spleen mod: -2%; aGlu spleen mod: 4%; GAA glycogen: inconclusive; GAA inhib: -5%

Results for O=C(NCCc1c[nH]c2ccccc12)C(=O)NCC(c1cccnc1)N1CCN(c2ccccc2)CC1 (stereo unspecified) ?
Tau fluor counter: inconclusive; Tau fibril ThT: inconclusive; Tau fibril FP: inconclusive; GLA spleen mod: 3%; aGlu spleen mod: -6%; GAA glycogen: 2%; GAA inhib: -1%

How did Cc1oc(-c2ccccc2F)nc1CSCC(=O)NCCc1ccccc1 do in these assays?
Tau fluor counter: -18%; Tau fibril ThT: inconclusive; Tau fibril FP: 3%; GAA glycogen: 4%[76.3 µM]

What do the screens show for `Cc1ccc(NC(=O)CSc2nc3ccc(NC(=O)COc4ccc(C)cc4)cc3s2)cc1`?
Tau fluor counter: -10%; Tau fibril ThT: -6%; Tau fibril FP: -7%; GAA glycogen: -6%[76.3 µM]

Results for O=c1[nH]c2ccccc2nc1/C=C/c1ccc(F)cc1 ?
Tau fluor counter: -19%; Tau fibril ThT: inconclusive; Tau fibril FP: -8%; GLA spleen mod: 14%; HTT ATP protect: -52%[inhibitor][10 µM]; aGlu spleen mod: 1%; GAA glycogen: -4%

What do the screens show for `COc1ccc(C(=O)Nc2ccc3nc(SCC(=O)N4CCOCC4)sc3c2)cc1`?
Tau fluor counter: -19%; Tau fibril ThT: -12%; Tau fibril FP: -6%; GAA glycogen: -6%[76.3 µM]

What do the screens show for `COc1cc(/C=C/C(=O)OCC(=O)NC(=O)NC(C)(C)C)cc(OC)c1OC`?
Tau fluor counter: -11%; Tau fibril ThT: -13%; Tau fibril FP: 3%; GLA spleen mod: 3%; HTT ATP protect: 14%[10 µM]; aGlu spleen mod: 0%; GAA glycogen: 4%; GAA inhib: -14%

Results for Cc1cccc2cc(C3CC(c4ccco4)=NN3C(=O)CCC(=O)O)c(Cl)nc12 (stereo unspecified) ?
Tau fluor counter: 3%; Tau fibril ThT: -4%; Tau fibril FP: 3%; GLA spleen mod: 2%; HTT ATP protect: 8%[10 µM]; aGlu spleen mod: 0%; GAA glycogen: -6%; GAA inhib: 5%

What do the screens show for `CCOC(=O)CSc1nnc(CNc2ccccc2Cl)n1-c1ccccc1`?
Tau fluor counter: -6%; Tau fibril ThT: -6%; Tau fibril FP: 4%; GLA spleen mod: -2%; HTT ATP protect: inconclusive; aGlu spleen mod: -1%; GAA glycogen: -8%; GAA inhib: -1%

From PubChem BioAssay
